Rab7 wt GTP bind = modulators of GTP binding to dog Rab7 wildtype GTPase | GST-Rab7 beads, fluorescent GTP binding, flow cytometry; actives lie on both sides; untreated = 100%, excess cold GTP = 0% | GTP binding activity (percent of control), % at 10 µM | 0.055% of 190,000 active;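 active means fluorescent GTP binding to Rab7 beads changed by at least 20 points from the 100% baseline, either direction, mostly lower; inconclusive means compound itself probably fluorescent, or too few beads counted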;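 further: median green fluorescence of bound Bodipy-FL-GTP per Rab7 bead population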
HRas wt GTP = modulators of GTP binding to human HRas wildtype. GST-Ras wt beads, Bodipy-FL-GTP binding, flow cytometry; actives lie on both sides. AID 759. 0.14% of 190,000 active. GTP binding activity, % at 10 µM;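 active means GTP binding activity at least 20% away from the 100% baseline, either lowered as inhibitor or raised as activator; inconclusive means flagged as likely green fluorescent, judged across all proteins in the well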;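 further: 0% = unlabeled GTP competition control and 100% = no-compound control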
ABCG2 inh = blocks JC-1 efflux by human ABCG2 transporter | 0.1% of 190,000 active | AID 1325 | inhibition, % at 6.6 µM | IgMXP3 cells, flow cytometry | Q9UNQ0;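 active means inhibition above 80%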;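 further: 0% = DMSO and 100% = nicardipine control wells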
Target sequence (Q9UNQ0 whole entry, looked up): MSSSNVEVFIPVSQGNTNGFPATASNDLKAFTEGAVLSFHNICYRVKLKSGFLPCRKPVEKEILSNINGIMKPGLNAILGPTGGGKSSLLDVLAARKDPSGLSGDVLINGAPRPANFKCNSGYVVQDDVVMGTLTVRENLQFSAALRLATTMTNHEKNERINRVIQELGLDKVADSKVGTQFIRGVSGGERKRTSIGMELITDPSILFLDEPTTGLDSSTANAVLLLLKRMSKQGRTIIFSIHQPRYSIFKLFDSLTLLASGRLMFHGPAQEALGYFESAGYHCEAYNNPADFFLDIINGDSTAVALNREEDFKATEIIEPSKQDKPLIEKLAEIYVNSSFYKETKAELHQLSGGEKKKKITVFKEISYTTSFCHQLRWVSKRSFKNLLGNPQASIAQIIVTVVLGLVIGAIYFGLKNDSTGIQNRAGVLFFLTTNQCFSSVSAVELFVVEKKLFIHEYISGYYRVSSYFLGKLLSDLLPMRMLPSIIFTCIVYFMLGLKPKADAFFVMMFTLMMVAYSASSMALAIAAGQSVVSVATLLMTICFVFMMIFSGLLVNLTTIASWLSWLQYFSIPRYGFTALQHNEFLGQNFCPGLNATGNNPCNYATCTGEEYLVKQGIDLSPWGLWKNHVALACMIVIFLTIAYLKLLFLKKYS
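Measure – % inhibition of efflux relative to nicardipine and DMSO · Test system – ABCG2 IgMXP3 and barcoded ABCB1 CCRF-Adr cell mix · Control set – nicardipine as high control, DMSO as low control · Compound – one concentration, 6.6 µM final · Signal – flow cytometry of retained JC-1 fluorescence · Timing – 10 min exposure at 25 °C with rotation, no wash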
Rac1 act GTP bind = alters GTP binding to activated mutant human Rac1; GST-Rac1 activated beads, fluorescent GTP binding, flow cytometry; actives lie on both sides; 100% means binding = to untreated wells; P63000; AID 764; percent activity (GTP binding), % at 10 µM; 0.11% of 190,000 active;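 active means GTP binding at least 20 percentage points away from the 100% baseline, in either direction, so actives lie on both sides; inconclusive means Compound likely fluorescent itself, or too few beads counted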
Rac1 wt GTP bind = alters GTP binding to wildtype human Rac1; AID 757; 0.27% of 190,000 active; GTP binding activity (% of control), % at 10 µM; GST-Rac1 beads, fluorescent GTP binding, flow cytometry; actives lie on both sides; 0 = cold GTP competed, 100 = untreated;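 active means GTP binding activity at least 20 points away from the 100% control level, either lower or higher; inconclusive means compound flagged as likely green fluorescent, judged across all proteins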
Rab2A wt mod = changes GTP binding to wildtype dog Rab2A, up or down; P61105; GTP binding activity, % at 10 µM; GST-Rab2 wt beads, Bodipy-GTP binding, flow cytometry; 0.19% of 190,000 active;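 active means GTP binding activity at least 20 points away from 100%, either lowered or raised; inconclusive means signal likely due to the compound's own green fluorescence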;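 further: 0% = beads with excess unlabeled GTP and 100% = no-compound control corrected for plate trend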
Pf gametocyte = kills late stage P. falciparum gametocytes | P. falciparum stage V gametocytes, ATP luminescence, 24 h | inhibition, % at 10.9 µM | 0.065% of 150,000 active;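 active means inhibition above the mean plus 3 SD of compounds within the control limits, set per campaign, cut at about 38% in these data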;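 further: 0% = DMSO wells and 100% = medium only without gametocytes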
Cdc42 wt GTP = changes GTP binding to wildtype human Cdc42; P60953; GST-Cdc42 beads, Bodipy-GTP binding, flow cytometry; actives lie on both sides; percent activity (GTP binding), % at 10 µM; 0.2% of 190,000 active;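 active means percent activity GTP binding at least 20 points away from the 100% baseline, either down as inhibitor or up as activator; inconclusive means compound flagged as likely green fluorescent from well-wide comparison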;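 further: median bead fluorescence of bound Bodipy-FL-GTP at 100 nM; 0% = excess unlabeled GTP control and 100% = no compound control; below 100% means less GTP binding so inhibitor and above means activator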
Target sequence (P60953 whole entry, looked up): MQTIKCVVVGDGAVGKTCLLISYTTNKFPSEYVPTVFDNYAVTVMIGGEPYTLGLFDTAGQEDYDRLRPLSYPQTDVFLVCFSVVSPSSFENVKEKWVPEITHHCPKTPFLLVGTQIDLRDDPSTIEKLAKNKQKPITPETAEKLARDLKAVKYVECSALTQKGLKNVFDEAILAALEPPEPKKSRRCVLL
GSH fluor = GSH bead compound fluorescence profile; GSH beads flow cytometry, compound fluorescence 488/530 nm; active compounds read high; fluorescence (KMESF) at 10 µM; 0.25% of 190,000 active; AID 1776; in the data active means fluorescence above about 89;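 further: glutathione beads carrying GST-tagged Bcl family fusion proteins plus one bare bead set; values are compound well signal with DMSO vehicle wells as background; inactives centre near 16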
Avidin fluor = compound fluoresces at 488/530 nm on avidin beads; fluorescence (KMESF) at 10 µM; 0.38% of 220,000 active; compound fluorescence 488/530 nm, flow cytometry; active compounds read high; in the data active means fluorescence above about 47; further: inactives centre near 10
ABCB1 block = inhibitors of human ABCB1 transporter, ABCG2 counter-screen. P08183. CCRF-Adr cells, JC-1 efflux, flow cytometry. 0.067% of 190,000 active. inhibition, % at 6.6 µM; in the data active means inhibition above about 40%;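 further: 0% = vehicle and 100% = reference inhibitor; higher value means more JC-1 retained so stronger ABCB1 efflux block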
* marks the source's active call; other numbers are inactive results; ? = inconclusive; / = no result given. Hits appear at their usual frequency. About 1.1% of those tested had a hit in this group.

1: O=C(COC(=O)CNS(=O)(=O)c1cccc(Br)c1)NC(=O)Nc1ccc2c(c1)OCCO2
2: COc1ccc(CC(=O)N/N=C(\C)c2ccccn2)cc1
3: COc1c(O)ccc(/C=C(\C#N)c2nc3ccccc3[nH]2)c1[N+](=O)[O-]
4: COc1ccc(CC2(C)OC(c3ccc(C)cc3)=NN2C(C)=O)cc1 (stereo not given)
5: Cn1c(=O)c(C(=O)COC(=O)c2cc(C3CC3)nc3ccccc23)c(N)n(Cc2ccccc2)c1=O
6: CCOC(=O)c1[nH]c2c(c1C)C(=O)CC(c1ccc(N(C)C)cc1)C2 (stereo not given)
7: CCOc1ccc(Nc2nc3cc(S(=O)(=O)N(CC)CC)ccc3o2)cc1
8: C/C(=N/NC(=O)CNC(=O)C1COc2ccccc2O1)c1ccc2c(c1)OCCO2 (stereo not given)

Screen / compound no.,1,2,3,4,5,6,7,8
Rab7 wt GTP bind,93,99,102,101,104,103,98,97
HRas wt GTP,95,103,97,100,103,98,95,100
ABCG2 inh,-1,1,1,2,9,2,0,10
Rac1 act GTP bind,97,102,97,95,100,98,95,96
Rac1 wt GTP bind,101,101,99,100,107,103,100,103
Rab2A wt mod,94,102,95,99,99,99,96,100
Pf gametocyte,23,/,4,16,/,/,/,-16
Cdc42 wt GTP,97,101,98,101,106,101,99,96
GSH fluor,10,12,10,10,20,23,37,11
Avidin fluor,6,2,6,3,10,7,8,8
ABCB1 block,-0.9,/,0.1,0.6,1.3,0.3,0.2,0.3

9: CCc1c(C)nc2ncnn2c1N1CCCC(C(=O)NCCc2ccc(OC)cc2)C1 (stereo not given)
10: CN(Cc1nc(Cc2ccccc2F)no1)CC1(N2CCOCC2)CCCCC1
11: Cc1nn(Cc2ccc(Cl)cc2Cl)c(Cl)c1/C=C/C(=O)OCC(=O)NCC(F)(F)F
12: Cc1noc(C)c1CSCC(=O)Nc1nc2ccc(Oc3ccccc3)cc2s1
13: Cc1n[nH]c(C)c1S(=O)(=O)N1CCCC(C(=O)NCc2cccs2)C1 (stereo not given)
14: CCN(CC)S(=O)(=O)c1ccc(OC(C)C)c(N)c1
15: COc1cccc(C(=O)Nc2ccc(NC(=O)c3ccco3)nc2)c1
16: CCN(CCCNC(=O)C1CCN(S(=O)(=O)CC)CC1)c1ccccc1

Screen / compound no.,9,10,11,12,13,14,15,16
Rab7 wt GTP bind,100,102,98,99,100,107,100,101
HRas wt GTP,103,95,100,96,101,102,103,99
ABCG2 inh,2,1,2,27,0,-1,1,0
Rac1 act GTP bind,101,94,101,96,96,103,101,97
Rac1 wt GTP bind,105,93,105,100,101,103,104,98
Rab2A wt mod,103,97,102,97,98,102,104,99
Pf gametocyte,15,-4,/,21,/,-18,-20,-28
Cdc42 wt GTP,101,91,103,96,97,104,110,99
GSH fluor,16,8,33,23,12,12,17,36
Avidin fluor,10,8,9,23,11,8,12,6
ABCB1 block,0.5,-0.1,0.2,0.5,0.1,0.7,0.4,0.0

17: O=C(COC(=O)CCc1ccc(S(=O)(=O)N2CCOCC2)cc1)NC1CCCC1
18: Cc1cc(C)cc(NC(=O)CN(c2ccc(F)cc2)S(C)(=O)=O)c1
19: Cc1c(NC(=O)Cn2cc([N+](=O)[O-])cn2)c(=O)n(-c2ccccc2)n1C
20: Cc1ccc(S(=O)(=O)N(C)c2c(C)ccc(S(=O)(=O)N3CCN(C)CC3)c2C)cc1
21: COC(=O)c1c(NC(=O)CC2NCCNC2=O)sc2c1CCCC2 (stereo not given)
22: Cc1ccc(S(=O)(=O)NCC(=O)OCC(=O)Nc2cccc(S(=O)(=O)NC3=NCCCCC3)c2)cc1
23: Cc1cccc(-c2nc3ccccc3c(=O)n2NC(=O)c2ccc([N+](=O)[O-])c(C)c2)c1
24: Cc1onc(-c2c(F)cccc2Cl)c1C(=O)OCC(=O)NCc1ccco1

Screen / compound no.,17,18,19,20,21,22,23,24
Rab7 wt GTP bind,97,103,93,105,94,97,97,100
HRas wt GTP,98,98,96,105,97,95,95,103
ABCG2 inh,0,4,-1,1,37,20,1,2
Rac1 act GTP bind,102,95,96,102,99,93,95,100
Rac1 wt GTP bind,104,101,96,106,97,97,95,102
Rab2A wt mod,97,97,98,104,97,100,94,103
Pf gametocyte,8,-3,4,-3,16,28,16,/
Cdc42 wt GTP,104,98,95,102,100,97,93,103
GSH fluor,11,12,20,14,27,14,19,21
Avidin fluor,13,14,7,6,23,8,73*,6
ABCB1 block,-0.1,0.3,-0.6,0.5,0.3,-2.0,0.3,0.5

25: O=C(O/N=C(\c1ccccc1)c1ccncc1)c1ccccc1Cl
26: Cc1c(C)c2c(C)[nH]nc2oc1=O
27: O=C(NC(=O)N1CCN(c2ccccc2)CC1)c1ccc(Cl)cc1
28: Cc1cc(C)c(S(=O)(=O)c2ccccc2C)c(OCC(C)(C)C)n1
29: CN(C)c1ccc(-c2nc3n(n2)C(c2cccnc2)C2=C(CC(C)(C)CC2=O)N3)cc1 (stereo not given)
30: CSc1nc(-c2ccccc2)nn1C(=O)c1ccccc1
31: O=C(CSc1ccccn1)N1CCN(c2ccc(Cl)cc2)CC1
32: O=C(CC1Oc2ccccc2NC1=O)NC1CCCC1 (stereo not given)

Screen / compound no.,25,26,27,28,29,30,31,32
Rab7 wt GTP bind,99,103,101,?,96,101,101,98
HRas wt GTP,99,103,100,?,96,100,102,101
ABCG2 inh,-3,1,1,1,1,0,1,2
Rac1 act GTP bind,96,100,98,?,95,100,101,101
Rac1 wt GTP bind,100,105,104,?,97,103,105,105
Rab2A wt mod,98,100,96,?,97,99,102,104
Pf gametocyte,4,/,-12,-1,22,/,-1,/
Cdc42 wt GTP,99,105,101,?,96,100,103,104
GSH fluor,14,15,24,16,24,27,25,12
Avidin fluor,11,35,8,37,27,8,5,3
ABCB1 block,-0.8,0.1,0.3,0.3,-0.2,-0.1,0.3,0.4

Part of the list above in order of molecular weight, falling.
29: CN(C)c1ccc(-c2nc3n(n2)C(c2cccnc2)C2=C(CC(C)(C)CC2=O)N3)cc1 (stereo not given)
23: Cc1cccc(-c2nc3ccccc3c(=O)n2NC(=O)c2ccc([N+](=O)[O-])c(C)c2)c1
24: Cc1onc(-c2c(F)cccc2Cl)c1C(=O)OCC(=O)NCc1ccco1
31: O=C(CSc1ccccn1)N1CCN(c2ccc(Cl)cc2)CC1
28: Cc1cc(C)c(S(=O)(=O)c2ccccc2C)c(OCC(C)(C)C)n1
30: CSc1nc(-c2ccccc2)nn1C(=O)c1ccccc1
26: Cc1c(C)c2c(C)[nH]nc2oc1=O

Screen / compound no.,29,23,24,31,28,30,26
Rab7 wt GTP bind,96,97,100,101,?,101,103
HRas wt GTP,96,95,103,102,?,100,103
ABCG2 inh,1,1,2,1,1,0,1
Rac1 act GTP bind,95,95,100,101,?,100,100
Rac1 wt GTP bind,97,95,102,105,?,103,105
Rab2A wt mod,97,94,103,102,?,99,100
Pf gametocyte,22,16,/,-1,-1,/,/
Cdc42 wt GTP,96,93,103,103,?,100,105
GSH fluor,24,19,21,25,16,27,15
Avidin fluor,27,73*,6,5,37,8,35
ABCB1 block,-0.2,0.3,0.5,0.3,0.3,-0.1,0.1

Later entries
33: Cc1nonc1C(=O)N/N=C/c1ccccc1
34: CC1CCCCN1C(=O)Cn1cc(/C=C2/C(=O)Nc3ccccc32)c2ccccc21 (stereo not given)
35: COc1ccc(OC)c(S(=O)(=O)NCC2CCCO2)c1 (stereo not given)
36: Cc1nn2c(N)c(C#N)cnc2c1-c1ccc(Cl)cc1
37: CCN(CC)S(=O)(=O)c1cccc(-c2nnc(SCC(=O)c3ccc(Cl)s3)n2C)c1
38: COC(=O)C1C(O)=C(C=NCc2ccccc2)C(=O)CC1(C)C (stereo not given)
39: O=C(/C=C/c1ccc(Cl)cc1)N1CCN(c2c(Cl)cccc2[N+](=O)[O-])CC1
40: CCCC(C)C(=O)Nc1cc([N+](=O)[O-])ccc1Cl (stereo not given)

Screen / compound no.,33,34,35,36,37,38,39,40
Rab7 wt GTP bind,92,97,99,104,106,103,101,107
HRas wt GTP,95,100,97,103,103,101,97,100
ABCG2 inh,0,1,3,0,1,1,37,2
Rac1 act GTP bind,96,100,97,97,101,98,99,98
Rac1 wt GTP bind,95,100,102,99,110,99,105,102
Rab2A wt mod,97,101,98,99,102,100,98,103
Pf gametocyte,-11,/,/,/,/,-39,-4,-34
Cdc42 wt GTP,94,102,98,98,102,100,99,98
GSH fluor,11,20,23,7,12,10,12,14
Avidin fluor,13,3,27,9,8,10,11,11
ABCB1 block,-0.1,0.8,0.7,0.1,0.1,0.0,6.4,0.8

Screens as filed in PubChem BioAssay.
